# M. tuberculosis HTS: M. tuberculosis growth inhibition, HTS (AID 449762) | M. tuberculosis H37Rv growth inhibition, 7H9 media; higher % means a stronger effect | inhibition, % at 25 µM, or IC50 in µM where a hit was titrated | actives 0.59% (n = 330,000); in the data active means a potency from the dose series; inconclusive means inhibition above about 70% without an active follow-up result;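 further: bacterial growth assessed after seven days of incubation; strong numbers were not always called active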
# H1N1 NS1A inhibition: H1N1 influenza NS1A inhibitors, functional cell based assay (AID 504329); inhibition, % at 12.5 µM; hits with a dose series show IC50 in µM; NS1A functional cell-based assay, percent inhibition; higher % means a stronger effect; actives 0.3% (n = 340,000); in the data active means a potency from the dose series; inconclusive means inhibition above about 27% without an active follow-up result; further: strong numbers were not always called active
# M. tuberculosis: growth inhibition of non-replicating M. tuberculosis (AID 488890); Mycobacterium tuberculosis non-replicating, growth inhibition; higher % means a stronger effect; actives 0.39% (n = 320,000); inhibition, % at 25 µM; hits with a dose series show IC50 in µM; in the data active means a potency from the dose series; inconclusive means inhibition mostly from about 82% at the one dose, without a potency; inactive means the rest, 99 in 100 with inhibition below about 76%;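 further: plate controls were DMSO cells for no effect and high antibiotic wells for full effect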
# Salmonella PhoP GFP: Inhibition of PhoP regulon, Salmonella typhi GFP reporter cells, confirmation, 4 h (AID 1850); inhibition, % at 50 µM, or IC50 in µM where a hit was titrated; Salmonella Typhi PhoP-promoter GFP reporter, fluorescence, 4 h; higher % means a stronger effect; actives 0.33% (n = 310,000); in the data active means a potency from the dose series; inconclusive means inhibition mostly from about 25% at the one dose, without a potency; inactive means the rest, 99 in 100 with inhibition below about 19%;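 further: 0% = induced wells with vehicle and 100% = uninduced wells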
# inhibitors of VEEV: inhibitors of VEEV TC-83 cytopathic effect, confirmation, Vero cells (AID 588727); actives 0.13% (n = 350,000); Vero cells, VEEV TC-83 cytopathic effect inhibition; higher % means a stronger effect; inhibition, % at 20 µM; hits with a dose series show IC50 in µM; in the data active means a potency from the dose series; inconclusive means inhibition mostly from about 14% at the one dose, without a potency; inactive means the rest, 99 in 100 with inhibition below about 12%; further: strong numbers were not always called active
# The depositor's hits bear a star; i = inactive; u = inconclusive; x = no result given. No enrichment for hits; about 1.5% have a hit in one of these screens.
smiles,M. tuberculosis HTS,H1N1 NS1A inhibition,M. tuberculosis,Salmonella PhoP GFP,inhibitors of VEEV
CCN1C[C@@H]2[C@@H]3C(=O)N(C)C(=O)[C@@H]3[C@](CC)(C1=O)N2C(=O)c1ccc(C(C)(C)C)cc1,0%,-7%,8%,x,1.5%
O=C(CCCOc1ccccc1)Nc1ccc(Cl)c(S(=O)(=O)N2CCOCC2)c1,8%,4%,9%,x,3.9%
COC(=O)[C@H](Cc1ccccc1)NC(=O)N1Cc2ccccc2C[C@H]1C(=O)OC,-11%,21%,11%,1%,3.3%
CC(C)Sc1nc2ccccc2n2cnnc12,-4%,-2%,-18%,-4%,0.7%
Cc1ccc(-c2nn(CCC(=O)O)cc2/C=C\C(=O)c2ccc(Br)cc2)cc1,6%,-1%,24%,2%,7.1%
COc1ccc(CCNC(=O)COc2cc(C)cc3oc(=O)c(C)c(C)c23)cc1OC,x,2%,x,x,0.1%
O=C(Nc1ccc2c(c1)OCCO2)N1CCN(c2ccc(F)cc2)CC1,-1%,10%,2%,3%,i
COc1ccc(C2CC(C(F)(F)F)n3nc(C(=O)O)c(Cl)c3N2)cc1OC (centres undefined),-6%,-4%,-7%,11%,0.3%
CCOC(=O)c1cccc(NC(=O)CN(c2ccc(C)cc2)S(=O)(=O)c2c(C)noc2C)c1,9%,6%,34%,13%,1.8%
CC(CNC(=O)Cn1cnc2c(NCc3ccccc3)ncnc21)c1ccccc1 (centres undefined),x,-17%,x,x,2.6%
Nc1nn(S(=O)(=O)c2ccccc2)cc1-c1ccc([N+](=O)[O-])cc1,0%,-3%,31%,-4%,2.3%
COc1cc(C)c(Cl)cc1S(=O)(=O)NCC1CCCO1 (centres undefined),4%,-14%,-10%,9%,0.7%
O=C(CSc1nnc2ncccn12)N1CCCCCC1,0%,-2%,1%,4%,1.5%
O=C(NC1CCCC1)C(c1ccc(F)cc1)N(C(=O)Cc1cccs1)c1ccc2c(c1)OCCO2 (centres undefined),9%,-10%,19%,11%,i
Cc1cccn2c(=O)nc(SCC(=O)NCc3ccccc3)nc12,-12%,-4%,-14%,4%,1.4%
O=C(Nc1ccc(N2CCOCC2)cc1)Nc1ccc(Cl)c(Cl)c1,3%,31%,17%,5%,i
CCOCCCNC(=O)/C(C#N)=C/c1ccc(C)o1,-3%,-5%,13%,-5%,0.8%
COc1ccc(NC(=O)CN2CCN(CC(=O)Nc3ccc(F)cc3)CC2)cc1Cl,-3%,1%,5%,15%,i
Cn1c(O)c(C(=NCCN2CCCCC2)c2ccccc2Cl)c(=O)n(C)c1=O,-8%,4%,12%,-18%,i
COCCN1C(=O)N[C@@H](c2ccccc2)C(C(C)=O)=C1C,2%,x,-4%,-11%,x

# Following part.
smiles,M. tuberculosis HTS,H1N1 NS1A inhibition,M. tuberculosis,Salmonella PhoP GFP,inhibitors of VEEV
COc1cccc(Cn2cc(/C=N/NC(=O)c3cc(O)cc(O)c3)c3ccccc32)c1,2%,-1%,7%,11%,11%
CCn1nc(C)cc1-c1n[nH]c(=S)n1N,-3%,-17%,-1%,-9%,i
CCCCC(=O)NC1=NC(=O)C(C)(C)S1,-6%,-6%,-3%,-4%,i
COc1ccc(NC(=O)C2CCN(C(=O)C3CC(=O)N(c4ccc(C)cc4)C3)CC2)cc1 (centres undefined),x,11%,x,x,2.1%
CC1(C)CC2CC(C)(CN2C(=O)NC(=O)c2ccccc2)C1 (centres undefined),-5%,-9%,-5%,-8%,i
COc1cccc2cc(/C(=N/O)c3ccccc3)oc12,14%,6%,41%,-5%,2.0%
O=C1CNC(=O)/C1=C\N1CCCCC1,-6%,-2%,3%,-2%,0.1%
CCN1CCCC1CNC(=O)c1cc(S(=O)(=O)N(C)C)ccc1Cl (centres undefined),-4%,-13%,-6%,10%,1.3%
COCc1cc(=O)[nH]c(/N=C(\N)Nc2ccc(Oc3ccccc3)cc2)n1,16%,-2%,53%,5%,0.8%
O=C(NNS(=O)(=O)c1cc(Cl)cc(Cl)c1)c1sccc1-n1cccc1,5%,-9%,43%,2%,2.4%
CCC(c1ccc(O)c(O)c1)C(CC)c1ccc(O)c(O)c1 (centres undefined),x,8%,x,x,0.9%
CC1CC1C(=O)OCC(=O)Nc1cccc([N+](=O)[O-])c1 (centres undefined),-2%,-18%,42%,2%,1.3%
Cn1c(N)cc(=O)n(Cc2ccccc2)c1=O,-8%,-16%,-19%,-3%,0.4%
COc1ccc(CCNC(=O)Cc2cc(OC)c(OC)cc2Br)cc1OC,-8%,-2%,7%,1%,0.5%
COc1ccc(CC2(C)OC(c3ccc(C)c([N+](=O)[O-])c3)=NN2C(C)=O)cc1 (centres undefined),-6%,1%,5%,5%,i
O=C(CSc1nc2ccccc2o1)Nc1ccc(Cl)cc1,-12%,0%,u,16%,i
CCCCn1c(N)c(N(CC(C)C)C(=O)c2ccc(-c3ccc([N+](=O)[O-])cc3)o2)c(=O)[nH]c1=O,0%,12%,7%,-2%,0.3%
CCOC(=O)c1ccccc1N1C(=O)C2Sc3[nH]c(=O)sc3C(/C=C/c3ccccc3)C2C1=O (centres undefined),-7%,14%,20%,-2%,0.6%
CCc1ccccc1NC(=O)C1CCCN(c2ncnc3onc(-c4ccc(F)cc4)c23)C1 (centres undefined),4%,8%,6%,5%,0.9%
Cc1c2cnn(CC(=O)NCCCN3CCCCC3C)c(=O)c2c(C)n1Cc1ccccc1 (centres undefined),-7%,6%,48%,4%,i

# Next compounds
smiles,M. tuberculosis HTS,H1N1 NS1A inhibition,M. tuberculosis,Salmonella PhoP GFP,inhibitors of VEEV
O=C(c1cc(COc2c(F)cccc2F)on1)N1CCN(C2CCCCC2)C(=O)C1,0%,2%,20%,8%,0.8%
CN(CC(=O)Nc1ccccc1Br)C(=O)CNC(=O)c1cccs1,-12%,-7%,-13%,x,i
CCc1noc(C)c1C(=O)Nc1nc(-c2cccs2)cs1,u,-10%,-5%,3%,9.0%
O=C(N/N=C/c1cccs1)c1ccc(-n2cccc2)cc1,3%,9%,50%,3%,0.3%
O=C1C(=O)c2c(ccc3ccccc23)-c2ccccc21,x,0%,x,x,1.0%
NS(=O)(=O)c1cccc(NC(=S)NC(=O)c2cccc([N+](=O)[O-])c2)c1,3%,-6%,u,8%,2.4%
O=C(Cn1cc(C(=O)C2CCCCC2)c2ccccc21)NCC1CCCO1 (centres undefined),2%,-11%,-2%,0%,1.4%
CCN(CC(=O)Nc1ccc2c(c1)OCCO2)S(=O)(=O)c1ccc(F)cc1,3%,7%,0%,7%,1.1%
CS(=O)(=O)Nc1ccccc1C(=O)NCc1ccccc1Cl,-1%,-3%,8%,-13%,0.5%
O=C(c1cccc(F)c1)N1CCN(c2ccc([N+](=O)[O-])c3cccnc23)CC1,9%,7%,33%,2%,4.8%
Cc1ccc(NC(=S)N(Cc2cccs2)Cc2cc3cccc(C)c3[nH]c2=O)cc1,4%,1%,-16%,-7%,12%
O=C(O)c1cn(-c2ccc(F)c(F)c2)c2c(F)c(F)c(F)c(F)c2c1=O,-16%,-2%,34%,-9%,1.7%
CC(C)Cn1c(N)c(C(=O)COC(=O)c2ccc(F)cc2)c(=O)n(C)c1=O,11%,-6%,44%,-43%,2.6%
COc1cccc(-c2nc(-c3ccc(Br)o3)no2)c1,0%,-1%,9%,-5%,5.6%
CNC(=O)CSc1nc2ccccc2c(=O)n1-c1cc(OC)ccc1OC,-13%,-13%,14%,12%,i
CCC(Oc1ccccc1)C(=O)N(Cc1ccccc1)c1ccccn1 (centres undefined),-12%,9%,-4%,9%,i
CCOC(=O)C1=C(C)Nc2nc3ccccc3n2C1c1ccccc1 (centres undefined),2%,-3%,11%,-7%,1.5%
COc1cc(-c2nnc(NC(=O)CS(=O)(=O)c3ccc(C)cc3)o2)cc(OC)c1OC,5%,-5%,40%,2%,1.1%
O=C(CSc1nnc(NC(=O)C2CC2)s1)NCc1ccccc1Cl,-10%,5%,-4%,-13%,6.9%
CN1CCC(N(C)S(=O)(=O)c2ccc(NC(=O)COc3cccc(C(F)(F)F)c3)cc2)CC1,-2%,-10%,36%,-1%,2.3%

# Complete entries, quoted from the list. Screens in order: M. tuberculosis HTS | H1N1 NS1A inhibition | M. tuberculosis | Salmonella PhoP GFP | inhibitors of VEEV
# `O=C(Nc1ccc(N2CCOCC2)cc1)Nc1ccc(Cl)c(Cl)c1` as listed: 3% | 31% | 17% | 5% | i
# `CCN1C[C@@H]2[C@@H]3C(=O)N(C)C(=O)[C@@H]3[C@](CC)(C1=O)N2C(=O)c1ccc(C(C)(C)C)cc1` as listed: 0% | -7% | 8% | x | 1.5%
# `COc1cccc2cc(/C(=N/O)c3ccccc3)oc12` as listed: 14% | 6% | 41% | -5% | 2.0%
# `Cc1ccc(-c2nn(CCC(=O)O)cc2/C=C\C(=O)c2ccc(Br)cc2)cc1` as listed: 6% | -1% | 24% | 2% | 7.1%

# The listing continues:
smiles,M. tuberculosis HTS,H1N1 NS1A inhibition,M. tuberculosis,Salmonella PhoP GFP,inhibitors of VEEV
O=c1[nH]c(C2CCCN(S(=O)(=O)c3ccccc3)C2)nc2c1nnn2Cc1ccccc1Br (centres undefined),45%,11%,28%,1%,4.6%
Cc1nc(SCC(=O)c2ccccc2)n[nH]1,-3%,-5%,-7%,10%,2.7%
Cc1cccc(/C=C2\CS/C(=C\c3cccc(C)c3)C2=O)c1,-10%,1%,43%,2%,5.0%
Cn1c(=O)c2c(nc(N3CCN(c4ccccn4)CC3)n2Cc2ccc(Cl)cc2Cl)n(C)c1=O,-1%,0%,-3%,3%,0.4%
COC(=O)c1ccc(CSc2ccc(S(=O)(=O)N3CCCCC3)cn2)cc1,4%,-6%,16%,x,1.3%
S=C(Nc1ccc(Oc2ccccc2)cc1)NC1CCCCC1,-10%,12%,u,-1%,i
Cc1nn(-c2ccccc2)c(C)c1NC(=O)c1cccs1,-1%,14%,-1%,-5%,5.6%
Cc1cc(Nc2ccc(F)c(F)c2)nc(-c2ccccc2O)n1,9%,-11%,11%,-12%,i
CCOc1ccccc1NC(=O)COc1cccnc1[N+](=O)[O-],5%,-22%,5%,x,1.2%
COCCCn1c(C)nnc1SCC(=O)NCc1ccco1,-1%,9%,4%,5%,1.7%
Cc1ccc(NC(=O)NC2CCCCC2)cc1S(=O)(=O)N1CCOCC1,-3%,-1%,2%,7%,0.5%
CC(C)C(=O)NC(c1ccc([N+](=O)[O-])cc1)c1c(O)ccc2ccccc12 (centres undefined),1%,5%,21%,-6%,i
CC1=C(C#N)C(=O)NC(=O)/C1=C\c1ccc(-c2ccc(C)cc2[N+](=O)[O-])o1,x,14%,x,x,0.6%
COc1ccc(Cl)cc1S(=O)(=O)N(C)CC(=O)N1CCOCC1,-6%,12%,-15%,4%,i
CCn1c(-c2cc(Br)cc(OC)c2O)nc2cc(S(=O)(=O)N(C)C)ccc21,-5%,-21%,16%,-10%,i
Cc1ccc(N=Nc2c(N)nn3c(N)c(C#N)c(C)nc23)cc1,6%,-2%,54%,2%,7.5%
Cc1ccc(-c2nn(C)c(=O)c3ccccc23)cc1S(=O)(=O)NCCN(C)C,-1%,-5%,-6%,-2%,i
CCc1ccc(N2CCN(C(=O)c3ccc(OC)c(OC)c3)CC2)cc1,7%,-1%,1%,5%,i
CCOC(=O)Cn1c(=NC(=O)CSC(C)=O)sc2cc(OC)ccc21,-4%,-5%,-9%,-8%,i
O=C(NC(=S)Nc1ccccn1)c1cc(-c2ccccc2)nc2ccccc12,-8%,16%,-9%,-6%,9.1%

# Next section:
smiles,M. tuberculosis HTS,H1N1 NS1A inhibition,M. tuberculosis,Salmonella PhoP GFP,inhibitors of VEEV
O=C(CSCc1ccccc1F)NCc1ccc(F)cc1,4%,-3%,24%,-14%,0.5%
CCOC(=O)c1c(NC(=O)CN2CCN(c3ccc(Cl)cc3)CC2)sc(C)c1C,-1%,5%,2%,-5%,i
CCOC(=O)N1CCN(C(=O)c2ccc3c(=O)n(-c4ccccc4F)c(=S)[nH]c3c2)CC1,3%,4%,15%,8%,6.5%
CC(C)(C)NS(=O)(=O)c1cccc2nsnc12,1%,x,-16%,-1%,x
COc1ccc(N=C(NN)c2ccc3ccccc3n2)cc1,u,0%,12%,1%,3.2%
CCc1nc2ccccc2c(C(=O)Nc2cccc(C)c2)c1C,8%,-6%,-5%,4%,i
CNC(=O)N(C)c1nnc(C(C)(C)C)s1,1%,0%,-1%,7%,i
CCOc1cc(CN2CCN(C(=O)c3cccc4ccccc34)CC2)ccc1OC,9%,1%,-9%,-2%,i
Cc1nn(-c2ccccc2)c2c1c(C)c(CCC(=O)NCC1CCCO1)c(=O)n2C (centres undefined),2%,2%,-3%,2%,0.4%

# Assay outcomes deposited in PubChem by Southern Research Specialized Biocontainment Screening Center.
